# Source: PubChem
# CHO parental Ca = ATP-evoked calcium signal inhibitors, parental CHO, primary screen, counter-screen for OX1R antagonist project, cell-based, fluorescence, Fluo-8 calcium dye; parental CHO-K1, ATP-induced calcium, Fluo-8 fluorescence; inhibition, % at 5.6 µM; 0.63% of 330,000 active; AID 463079, 2010;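 active means inhibition above that plate's mean sample inhibition plus 3 SD, cut at about 26% in these data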;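 further: 0% = ATP-challenged DMSO wells and 100% = DMSO wells without ATP; some compounds past the cut are filed as inactive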
#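 Test system: untransfected parental CHO cell line. Compound: one dose, 5.6 µM nominal. Detection: intracellular calcium via Fluo-8 no-wash fluorescent dye. Measure: % inhibition. Benchmarks: ATP-challenged DMSO wells low, unchallenged DMSO wells high.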
# M1 antag = human M1 muscarinic receptor antagonists, primary screen, CHO-K1 cells, Fluo-8 calcium fluorescence, 1536-well; CHO-K1 hM1, ACh EC80 antagonist; inhibition, % at 3 µM; 1.3% of 360,000 active; AID 588852, 2011;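 active means percent inhibition above its own plate's cutoff, namely the mean of that plate's compound wells plus 3 SD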;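 further: peak over basal fluorescence ratio during 140 s after agonist addition; 0% = ACh EC80 plus DMSO and 100% = DMSO alone without agonist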
# TAAR1 antagonist = human TAAR1 antagonists, primary screen, Fluo-8 calcium fluorescence, CHO RD-HGA16 cells; Trace amine-associated receptor 1 (Homo sapiens), Q96RJ0; antagonist; inhibition, % at 3 µM; 1.5% of 360,000 active; AID 624466, 2012;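 active means inhibition above a per-plate cutoff, the mean inhibition of test compounds on that plate plus 3 SD, cut at about 49% in these data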;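 further: 0% = DMSO plus EC80 beta-PEA response and 100% = DMSO alone without agonist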
# Target sequence (Q96RJ0 whole entry, looked up): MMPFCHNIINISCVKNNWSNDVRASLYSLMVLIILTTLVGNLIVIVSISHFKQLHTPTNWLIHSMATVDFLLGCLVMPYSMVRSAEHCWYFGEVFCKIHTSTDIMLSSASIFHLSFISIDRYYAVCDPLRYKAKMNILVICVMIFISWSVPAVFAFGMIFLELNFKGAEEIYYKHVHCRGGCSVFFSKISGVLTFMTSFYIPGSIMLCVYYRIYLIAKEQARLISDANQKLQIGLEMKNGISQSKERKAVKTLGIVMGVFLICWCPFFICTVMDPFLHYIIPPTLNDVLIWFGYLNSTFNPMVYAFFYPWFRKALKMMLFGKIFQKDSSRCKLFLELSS
#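 test system = CHO RD-HGA16 cells bearing hTAAR1 | replication = singlicate | controls = DMSO-only wells and EC80 β-PEA-stimulated wells | reagent = EC80 β-phenethylamine stimulus | read-out basis = percent inhibition of PEA-evoked calcium signal, max/basal emission ratio | schedule = seeding 17-24 h prior, 75-min 37 °C, 30-min RT dye loading | signal = kinetic Fluo-8 calcium fluorescence measurement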
# V1aR counter = agonists of human V1a receptor, primary screen, counter-screen for OXTR agonist project, fluorescence, CHO-V1R cells; Vasopressin V1a receptor (Homo sapiens), P37288; Fluo-8 calcium fluorescence, agonist mode; 0% DMSO, 100% 3 nM vasopressin; activation, % at 3 µM; 0.25% of 320,000 active;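 active means activation above the mean activation of all tested compounds plus 3 SD, per screening run, cut at about 20% in these data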;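 further: signal is peak over basal fluorescence ratio across a 100 second FLIPR read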
# Target sequence (P37288 whole entry, looked up): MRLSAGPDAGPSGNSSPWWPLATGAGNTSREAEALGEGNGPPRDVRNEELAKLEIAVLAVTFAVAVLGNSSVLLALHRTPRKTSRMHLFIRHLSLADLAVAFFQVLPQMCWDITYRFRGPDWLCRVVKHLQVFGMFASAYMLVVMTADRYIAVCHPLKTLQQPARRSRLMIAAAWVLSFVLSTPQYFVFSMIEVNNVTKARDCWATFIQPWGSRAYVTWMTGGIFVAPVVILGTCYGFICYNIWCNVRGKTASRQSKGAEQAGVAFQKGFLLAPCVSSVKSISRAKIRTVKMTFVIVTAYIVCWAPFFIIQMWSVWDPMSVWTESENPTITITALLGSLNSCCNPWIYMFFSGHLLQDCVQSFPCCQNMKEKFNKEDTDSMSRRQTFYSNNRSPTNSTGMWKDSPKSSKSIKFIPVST
# OXTR potentiator = human OXTR potentiators, primary screen, fluorescence, CHO-OTR cells, Fluo-8 calcium. Oxytocin receptor (Homo sapiens), P30559. Fluo-8 calcium fluorescence, potentiator mode; 0% = oxytocin EC15, 100% = EC100. AID 2445, 2010. 0.061% of 320,000 active. activation, % at 3 µM;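 active means activation above that plate's cutoff, the mean activation of tested compounds plus 3 SD, cut at about 6.6% in these data, passing the limit was not always enough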;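 further: 100% uses oxytocin at 75 nM as the full agonist control; some results filed as inactive read as strong as hits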
#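 Dosing: Single dose, 3.0 µM nominal final compound concentration | Material: Human OTR in CHO cells | Technique: Kinetic Fluo-8 calcium fluorescence | Benchmarks: EC15 oxytocin alone as 0%, 75 nM oxytocin as 100% | Probe or stimulus: Oxytocin at about EC15, sub-maximal agonist stimulus | Incubation: Compound 6 min at room temperature before oxytocin, 100 s read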
# OXTR agonist = human OXTR agonists, primary screen, fluorescence, CHO-OTR cells, Fluo-8 calcium | AID 2435, 2010 | Oxytocin receptor (Homo sapiens), P30559 | Fluo-8 calcium fluorescence; normalized: DMSO 0%, oxytocin 100% | activation, % at 3 µM | 0.32% of 320,000 active;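 active means activation above the mean of all tested compounds plus 3 SD, cutoff set per screening run, cut at about 20% in these data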;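 further: peak over basal fluorescence ratio from a 100 s FLIPR kinetic read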
# TAAR1 agonist = human TAAR1 agonists, primary screen, Fluo-8 calcium fluorescence, CHO RD-HGA16 cells. Trace amine-associated receptor 1 (Homo sapiens), Q96RJ0. vehicle wells 0%, saturating PEA agonist 100%. activation, % at 3 µM. 0.99% of 360,000 active. AID 624467, 2012;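 active means activation above the mean activation of all test compounds in the run plus 3 SD, cut at about 38% in these data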
#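 Benchmarks: low control DMSO, high control PEA (EC100); System: CHO RD-HGA16 cells carrying human TAAR1 plus Gα16; Detection: Fluo-8 fluorescence, 5 s baseline then 140 s kinetic read; Schedule: 17-24 h plating, Fluo-8 75 min 37 °C, 30 min RT; Read-out basis: % activation from peak over basal fluorescence ratio, DMSO-to-PEA scaled.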
# CHRM1 PAM = human M1 muscarinic receptor positive allosteric modulators, primary screen, CHO-K1 cells, Fluo-8 calcium fluorescence, 1536-well; activation, % at 3 µM; AID 588819, 2011; Muscarinic acetylcholine receptor M1 (Homo sapiens), P11229; CHO-K1 hM1, ACh EC20; 0% = ACh EC20, 100% = maximal ACh; 0.088% of 360,000 active; in the data active means activation above about 19%, passing the limit was not always enough
# CHRM1 agonist = human M1 muscarinic receptor agonists, primary screen, Fluo-8 calcium fluorescence, CHO-K1 cells, HTS. 0.33% of 360,000 active. CHO-K1 hM1, agonist mode; 0% DMSO, 100% acetylcholine EC100. activation, % at 3 µM;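 active means activation above the run's mean compound activation plus 3 SD, cut at about 16% in these data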;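 further: peak over basal fluorescence ratio within a 140 s kinetic read after compound addition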
# * marks the source's active call; other numbers are inactive results; . = not tested or not shown. This is a random part of the collection, and some 3.7% of all compounds hit somewhere here.
SMILES,CHO parental Ca,M1 antag,TAAR1 antagonist,V1aR counter,OXTR potentiator,OXTR agonist,TAAR1 agonist,CHRM1 PAM,CHRM1 agonist
COc1ccc(OCC(=O)NCCCN2CCOCC2)cc1,4,-6,-12,2.5,-6,0.8,2,6,0
O=C(Cc1ccc([N+](=O)[O-])cc1)N1N=C(c2ccncc2)CC1(O)C(F)(F)F (stereo not drawn),-12,-15,5,2.9,-2,1.0,0,12,-2
COCCNC(=O)Nc1ccc2nc(-c3cccs3)c(-c3cccs3)nc2c1,1,-1,32,4.4,-9,-0.9,8,-9,-2
COc1ccccc1C(CNC(=S)NCc1ccccc1)N1CCCC1 (stereo not drawn),-9,14,-36,-0.5,-5,1.9,4,-13,-5
COc1cccc(N2CC(C)Cn3c2nc2c3c(=O)[nH]c(=O)n2C)c1 (stereo not drawn),.,3,-10,.,.,.,-2,-7,-9
CCO/N=C(/C)c1c(O)cc(C(C)(C)C)n(-c2ccccc2)c1=O,-6,-3,-11,-0.8,4,5.9,0,12,-7
O=C(CSc1nc2ccccc2c(=O)n1Cc1ccc(F)cc1)NCC1CCCO1 (stereo not drawn),-23,-8,2,1.1,-6,0.6,-1,6,-4
Cc1cc(Cl)ccc1OC(C)C(=O)N1CCCN(C(=O)C(C)Oc2ccc(Cl)cc2C)CC1 (stereo not drawn),-19,-12,25,1.7,-22,0.1,11,3,-4
Cc1ccc(Oc2cc(C#N)c(C#N)cc2-n2nnc3ccccc32)cc1C,-6,-21,.,0.1,-13,0.0,.,5,-2
CCN(C(=O)COC(=O)c1ccc(O)cc1)c1cccc2ccccc12,-5,-6,25,5.0,-10,6.7,8,2,9
CCCn1c(NC(=O)CCS(=O)(=O)c2ccc(C)cc2)nc2ccccc21,-19,-3,-3,-0.7,-5,-1.7,-1,2,-5
COc1ccc(-c2cc(C(F)(F)F)nc(SCCC(=O)N3CCN4CCCC4C3)n2)cc1 (stereo not drawn),-19,-11,-19,0.5,-11,-1.1,3,4,-3
CCCOC(=O)/C=C/c1c(C)[nH]c(=O)[nH]c1=O,-6,-2,-18,0.2,-4,-2.0,6,2,-4
CC1=NN(c2ccccc2)C(=O)/C1=C\c1cc(C)n(-c2ccccc2)c1C,-25,-10,-12,1.3,-7,1.9,4,8,-4
CCC(C)[C@H](NC(=O)[C@@H]1Cc2c([nH]c3ccccc23)C2c3ccccc3C(=O)N21)C(=O)NCC1CCCO1 (stereo partly drawn),-16,-2,47,0.9,-4,0.3,4,-2,-3
CNC(=O)COc1coc(CN2CCN(c3ccc(OC)cc3)CC2)cc1=O,5,1,-17,-0.2,-3,0.3,12,-3,-1
Nc1cc(C(=O)OCC(=O)NCCCc2ccccc2)ccc1Cl,-12,4,-8,3.3,-9,-0.4,3,6,2
Cn1c(=O)c2c(-c3ccccc3)n(-c3ccccc3S)cc2n(C)c1=O,.,-9,-2,.,.,.,0,5,-4
OC[C@@H]1CN(Cc2ccncc2)C[C@H](n2cnc3c(N4CCCC4)ncnc32)O1,.,-5,-2,.,.,.,0,4,2
CC12CCC(=O)C=C1CCC1C2C(O)CC2(C)C(c3csc(N)n3)CCC12 (stereo not drawn),.,42*,2,.,.,.,14,-29,-4
CC(Oc1ccc(Cl)cc1Cl)c1ccn[nH]1 (stereo not drawn),-18,-5,14,-0.1,-7,-1.7,-1,5,-11
COC(=O)C1CC(c2ccccc2)N(c2ccccc2)O1 (stereo not drawn),.,-1,-4,.,.,.,2,-3,-4
C[C@H](CO)N1C[C@H](C)[C@@H](CN(C)S(=O)(=O)c2ccc(F)cc2)Oc2ccc(NC(=O)Nc3ccccc3)cc2C1=O,-18,-9,22,1.0,-6,2.0,1,8,-9
COc1ccccc1CC(=O)Nc1cccc(S(=O)(=O)N2CCOCC2)c1,0,-12,-16,1.2,0,-0.3,1,15,0
CC(=O)Nc1cccc(NS(=O)(=O)c2cc3c4c(c2)CCN4C(=O)CC3)c1,-9,21,-37,-0.4,-7,-0.2,3,-8,-2
Cc1ccc(S(=O)(=O)N2C[C@H]3[C@H]4C(=O)N(Cc5ccccc5)C(=O)[C@H]4CC(=O)[C@H]3[C@@H]2c2cccc3ccccc23)cc1,.,13,-3,.,.,.,0,-10,-5
Cc1nnc(SCC(=O)Nc2cccc(S(=O)(=O)N(C)c3ccccc3)c2)s1,20,36*,44,9.5,-9,18,7,-19,1
COc1ccc(OC)c(C=Nc2ccccc2-c2nc3ccccc3[nH]2)c1,-20,2,-4,-0.1,-4,-2.4,-3,-4,-7
Cc1cccc2c1cnn2C(=O)Nc1cc(F)ccc1F,-6,-8,-20,-0.2,3,0.1,10,4,-5
O=C(O)c1cc(-c2ccc(Cl)s2)[nH]n1,-4,-18,-8,0.1,1,0.2,3,3,-3
C=CC[C@@H](Cc1ccc(F)cc1)C(=O)OC[C@@H]1CCCN1C(=O)[C@H](CC=C)CC(=O)N(CCO)Cc1ccccc1,-20,10,34,1.6,-9,-0.2,14,-7,-5
O=C(OC1CCCCC1=O)c1ccc(S(=O)(=O)Nc2ccccc2)cc1 (stereo not drawn),16,11,27,6.0,-25,5.3,19,0,1
CC(=O)Nc1ccc(S(=O)(=O)NNC(=O)c2ccc3c(c2)OCO3)cc1,-7,-12,-20,0.6,-8,0.5,3,7,-2
CC(C)[C@H](NC(=O)c1ccccc1)C(=O)N1CCc2ccccc21,-12,-9,-7,0.1,-6,-0.9,-1,6,-6
CCN(CC(=O)Nc1c(F)cccc1F)C(=O)c1cc(-c2cccs2)nn1-c1ccccc1,-13,36*,72*,-0.4,-4,-1.9,9,-17,-1
O=C(O)CNC(=S)N(Cc1ccco1)Cc1ccccc1Cl,5,8,-11,1.0,-1,-0.5,7,-3,-5
COc1ccc(C2Nc3ccccc3C(=O)N2Cc2ccccc2)cc1CSc1ccccn1 (stereo not drawn),-13,-8,5,-0.5,2,-0.4,-1,7,-5
Cc1ccc(SCCSc2nc(N)cc(=O)[nH]2)cc1,-5,-9,-4,8.3,-11,4.9,11,10,3
Cc1ccccc1-c1cc2nc(Oc3cccc4ccccc34)n(C)c(=O)c2s1,.,-9,-49,.,.,.,1,1,-4
CCOCCCNC(=O)c1ccccc1NC(=O)C1=C(C)OCCS1,-9,-14,3,0.7,-10,0.5,3,12,-2
COC(=O)c1cc(C(=O)OC)cc(-n2c(C)cc(C(=O)CC#N)c2C)c1,-14,-10,2,-0.5,-6,-1.3,5,1,-5
C(=N\n1cnnc1)/c1cccs1,2,-5,8,0.1,-9,-0.1,1,5,-3
COC(CNC(=O)c1ccc(Cn2c(=S)[nH]c3cc4c(cc3c2=O)OCO4)cc1)OC,-2,7,7,0.1,1,1.0,9,-3,-1
Cc1ccc(S(=O)(=O)N2CCCC2)cc1C(=O)NC1CCCCC1,0,-1,-4,1.1,-9,0.4,0,9,-2
CN(Cc1ccc(F)cc1)C(=O)c1ccc2c(c1)NC(=O)CS2,-2,-7,20,-0.1,-11,-0.1,-1,9,-3

# Some of the entries so far, with each value named:
CCN(CC(=O)Nc1c(F)cccc1F)C(=O)c1cc(-c2cccs2)nn1-c1ccccc1
  CHO parental Ca: -13 | M1 antag: 36* | TAAR1 antagonist: 72* | V1aR counter: -0.4 | OXTR potentiator: -4 | OXTR agonist: -1.9 | TAAR1 agonist: 9 | CHRM1 PAM: -17 | CHRM1 agonist: -1
O=C(O)CNC(=S)N(Cc1ccco1)Cc1ccccc1Cl
  CHO parental Ca: 5 | M1 antag: 8 | TAAR1 antagonist: -11 | V1aR counter: 1.0 | OXTR potentiator: -1 | OXTR agonist: -0.5 | TAAR1 agonist: 7 | CHRM1 PAM: -3 | CHRM1 agonist: -5
COc1ccc(C2Nc3ccccc3C(=O)N2Cc2ccccc2)cc1CSc1ccccn1 (stereo not drawn)
  CHO parental Ca: -13 | M1 antag: -8 | TAAR1 antagonist: 5 | V1aR counter: -0.5 | OXTR potentiator: 2 | OXTR agonist: -0.4 | TAAR1 agonist: -1 | CHRM1 PAM: 7 | CHRM1 agonist: -5

# New compounds follow
SMILES,CHO parental Ca,M1 antag,TAAR1 antagonist,V1aR counter,OXTR potentiator,OXTR agonist,TAAR1 agonist,CHRM1 PAM,CHRM1 agonist
Cc1ccc(NNC(=O)c2snnc2C)cc1Cl,-12,-6,-1,-1.8,-6,-1.9,4,3,-4
COc1ccc(-c2cc(N3C(=O)Nc4ccccc4N3O)n[nH]2)cc1,-15,-6,-3,0.7,-5,0.2,1,7,-3
CCN(CC)c1nc(Nc2ccccc2)nc(Oc2ccc(C(=O)OC)cc2)n1,-17,1,25,-0.3,-9,-1.3,10,-4,-7
OC1CNc2c(ccc3ccccc23)C1 (stereo not drawn),.,-9,-3,.,.,.,0,5,-1
COc1ccc(Cc2nnc(NS(=O)(=O)c3ccc(NC(C)=O)cc3)s2)cc1,-4,-16,0,0.5,-1,0.3,1,10,-1
Cn1cnnc1SCC(=O)Nc1ccccc1,-5,-7,-24,0.7,2,-0.5,3,8,-2
CC(C)(C)C(=O)Nc1cccc2[nH]ncc12,-12,-5,-14,-0.8,-19,-0.5,3,8,-4

# Results in OXTR potentiator and CHRM1 agonist (two entries from above):
Molecule,OXTR potentiator,CHRM1 agonist
Cn1cnnc1SCC(=O)Nc1ccccc1,2,-2
COc1ccc(Cc2nnc(NS(=O)(=O)c3ccc(NC(C)=O)cc3)s2)cc1,-1,-1
